Apoferritin bind – binds horse apoferritin like a general anesthetic; apoferritin/1-aminoanthracene competitive binding, fluorescence; Potency, µM (doses to about 77.5 µM), inactives show top-dose activity change, negative = displacement, hits mostly inhibitors; 350,000 tested, 0.074% active; note: potency is the fitted concentration of half-maximal effect; % is set by controls: 0 for no effect and ±100 for the full control effect; nearly all actives have a fitted effect of over 20% in size
Target sequence (P02791 2-175 limits assumed): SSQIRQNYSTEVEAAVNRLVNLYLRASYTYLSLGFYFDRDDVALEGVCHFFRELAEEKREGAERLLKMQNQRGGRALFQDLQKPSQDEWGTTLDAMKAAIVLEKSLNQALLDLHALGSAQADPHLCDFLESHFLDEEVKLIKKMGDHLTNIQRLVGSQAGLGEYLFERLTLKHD
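In PBS, apoferritin at 10 uM is loaded with 1-AMA from a 50% saturated solution. After 10 min of compound exposure at ambient temperature, reduced 535 nm fluorescence indicates probe displacement.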
D2 potentiator – positive allosteric modulators of human D2 dopamine receptor; P14416; HEK293 T-REx D2, calcium flux, EC20 dopamine potentiation; potentiation, % at 10 µM; 340,000 tested, 0.34% active; AID 485347;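 active = potentiation over 3 SD above the plate norm, cut at about 30% in these data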; note: 0% is about no effect
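Potentiation of an EC20 dopamine calcium response is measured in a force-coupled, tetracycline-inducible Hek293 Trex D2 line. Compound-only kinetic reads over 180 s flag agonists before dopamine addition.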
TRHR enhancer – TRH receptor (human) allosteric enhancement; P34981; TRHR cells, fluo-8 calcium fluorescence, EC20 TRH enhancement; 360,000 tested, 0.66% active; AID 493056; enhancement, % at 2 µM; in the data active = enhancement above about 30%; note: 0% is about no effect
Target sequence (P34981 whole entry, looked up): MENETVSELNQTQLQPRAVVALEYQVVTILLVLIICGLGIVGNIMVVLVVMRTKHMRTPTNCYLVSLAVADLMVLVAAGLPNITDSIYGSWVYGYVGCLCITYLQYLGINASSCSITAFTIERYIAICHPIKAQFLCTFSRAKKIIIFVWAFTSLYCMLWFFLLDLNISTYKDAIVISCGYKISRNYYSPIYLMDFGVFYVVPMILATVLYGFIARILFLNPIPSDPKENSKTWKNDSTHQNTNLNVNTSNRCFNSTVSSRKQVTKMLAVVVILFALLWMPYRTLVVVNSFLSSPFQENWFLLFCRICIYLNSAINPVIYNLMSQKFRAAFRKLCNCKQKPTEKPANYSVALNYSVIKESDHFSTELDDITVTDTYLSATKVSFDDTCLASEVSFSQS
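Enhancer read-out: after compound pinning and an initial kinetic agonist-mode read, an EC20 of TRH (10 nM final) was injected and fluo-8 calcium signal (Ex 480/Em 530) followed at 1 s/cycle for 100 cycles in TRHR-expressing cells.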
D1 potentiator – potentiators of human D1 dopamine receptor | 360,000 tested, 0.036% active | potentiation, % at 10 µM | HEK293 TREx D1 cells, calcium flux, dopamine EC20 potentiation; in the data active = potentiation above about 30%; note: 0% is about no effect
Target sequence (P21728 whole entry, looked up): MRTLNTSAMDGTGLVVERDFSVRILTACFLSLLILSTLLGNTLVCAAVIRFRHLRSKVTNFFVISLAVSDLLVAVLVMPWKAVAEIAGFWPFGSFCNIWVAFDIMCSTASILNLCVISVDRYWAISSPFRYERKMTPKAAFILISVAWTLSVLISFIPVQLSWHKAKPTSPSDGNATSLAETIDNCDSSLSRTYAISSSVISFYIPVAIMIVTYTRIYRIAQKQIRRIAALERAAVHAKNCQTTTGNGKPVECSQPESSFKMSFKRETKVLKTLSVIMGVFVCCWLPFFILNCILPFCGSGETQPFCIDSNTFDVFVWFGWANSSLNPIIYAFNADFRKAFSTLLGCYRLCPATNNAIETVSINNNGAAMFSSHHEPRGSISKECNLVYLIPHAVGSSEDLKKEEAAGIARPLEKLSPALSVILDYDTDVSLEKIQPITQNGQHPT
D1 ag – human D1 receptor agonism | 360,000 tested, 1% active | activation, % at 2 µM | HEK293 T-REx D1 cells, calcium flux, agonist mode | P21728; in the data active = activation above about 30%; note: 0% is about no effect
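Tetracycline-induced HEK293 TREx D1 cells, force-coupled to calcium signalling, were dye-loaded with a no-wash calcium kit. Compound was pin-added after a 10 s baseline. Fluorescence was read kinetically at 1 cycle/s for 180 s, with calcium rises flagged as agonism.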
RXFP1 antagonist – RXFP1 (human) relaxin receptor antagonism; Q9HBX9; HEK293-RXFP1, relaxin-stimulated cAMP HTRF, 30 min; stronger effect = lower value; activity change, negative = inhibition, % at 57.5 µM; 350,000 tested, 0.59% active; AID 1259400;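 active = activity change of -60% or lower, but not beyond a set lower limit; inconclusive = change between -60% and -40%, or beyond the set limit; inactive = change above -40%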; note: % is set by controls: 0 for no effect and ±100 for the full control effect
RXFP1 ag – RXFP1 (human) receptor agonism; Q9HBX9; HEK293T-RXFP1 cAMP TR-FRET, 30 min; response scale: percent of porcine relaxin response, buffer zero; Potency, µM (series often up to 57.5 µM), inactives show at the highest dose activation, actives largely listed as activators; 370,000 tested, 0.3% active; note: potency is the fitted concentration of half-maximal effect; % is set by controls: 0 for no effect and ±100 for the full control effect; nearly all actives have a fitted effect of over 60% in size; many of its hits are not listed in these tables
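cAMP rise read by TR-FRET after 30 min, 37C compound exposure (up to 58 uM) in RXFP1-transfected HEK293 cells with Ro 20174 present. EC50 from Hill-equation fits, with 29 nM porcine relaxin as 100% and buffer as basal.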
TRHR agonist – TRH receptor (human) agonism. P34981. TRHR cells, calcium flux fluo-8, FDSS agonist mode. AID 493084. activation, % at 2 µM. 360,000 tested, 0.18% active; in the data active = activation above about 30%; note: 0% is about no effect
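TRHR-expressing cells, plated overnight in medium with 10% serum, were loaded with fluo-8 calcium dye at room temperature. After a 10 s baseline, library compound was pin-added and calcium release was recorded kinetically (ex 480/em 530) as agonist response.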
D1 antag – blocks dopamine activation of the human D1 receptor | P21728 | HEK293 TREx D1 cells, calcium flux, dopamine EC80; stronger effect = lower value | activity change, negative = inhibition, % at 10 µM | 360,000 tested, 3.2% active | AID 504652; in the data active = activity change below about -30%; note: % is set by controls: 0 for no effect and ±100 for the full control effect
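Compound effects on dopamine-evoked calcium signalling were measured in tetracycline-induced HEK293 Trex D1 cells. Dopamine at EC80 followed a 180 s compound pre-read, and fluorescence was tracked kinetically for 180 s more.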
Starred values were filed as active, the others as inactive; ? = inconclusive; · = not tested or not shown; [ ] = another dose, or the depositor's remark. Unless noted, calls come from the whole dose curve; as a rule, active = well fitted curve in the direction sought with a large enough effect; inconclusive = small, poorly fitted or top-dose-only effect, or another doubt; inactive = no such curve, though single readings can be large; an effect the other way counts as inactive or inconclusive.

SMILES	Apoferritin bind	D2 potentiator	TRHR enhancer	D1 potentiator	D1 ag	RXFP1 antagonist	RXFP1 ag	TRHR agonist	D1 antag
O=C(c1ccccn1)N1CCN(S(=O)(=O)c2cccc(Br)c2)CC1	·	-6.2	-2.4	0.0	-0.7	-1.5	1.0%	-0.4	0.9
Fc1ccc(N2CCN(C3=Nc4cccc5cccc3c45)CC2)cc1	?	-0.9	3.5	-8.3	3.0	-7.7	3.6%	1.1	-43.8*
CC1Cc2ccccc2N1C(=O)COC(=O)c1ccc(N(C)C)cc1 (stereo unspecified)	·	-4.3	-1.2	-8.1	1.7	-9.0	5.6%	-0.2	-4.6
CN(CC(=O)Nc1cccnc1)S(=O)(=O)c1cc(Cl)ccc1Cl	-8.8%	6.2	8.5	-9.2	2.5	0.0	1.2%	-0.7	4.9
Cc1ccc(-c2nc(N)sc2-c2ccccc2)cc1C	-21.0%	-1.6	-3.8	-7.9	1.2	-83.8*	1.9%	-0.1	-0.8
N#Cc1nc(-c2ccco2)oc1N1CCc2ccccc2C1	-22.2%	-2.8	4.8	-2.0	0.6	-7.1	2.4%	-0.7	-0.4
CCOP(=O)(OCC)c1nc(-c2ccccc2)oc1NCc1ccccc1	-20.2%	0.9	-0.7	7.2	0.1	4.8	1.7%	-0.4	29.6
Cc1ccc(C(=O)N/C(=C\c2sccc2C)C(=O)NCc2ccco2)cc1	-19.0%	-5.7	3.2	2.2	2.5	-16.0	1.9%	-1.1	36.1
CCCn1c(CCC(=O)O)nc2cc(S(N)(=O)=O)ccc21	-11.8%	14.2	0.4	-5.5	1.3	5.2	0.0%	-0.9	0.6
Nc1nc(-c2ccc(Br)cc2)cs1	-17.5%	-2.2	-3.5	-6.3	0.0	6.2	-0.5%	-1.6	-19.1
COc1cccc(/C=N/NC(=O)c2cnccn2)c1OC	-1.1%	-4.0	1.1	-0.1	2.5	-10.0	12.9%	-0.9	-23.1
NC(=O)Cc1ccc2sc(-c3ccccc3)nc2c1	-13.7%	10.7	-5.6	-2.0	3.2	5.7	-0.2%	-0.8	2.2

Some of the entries so far, as a markdown table.
| compound | Apoferritin bind | D2 potentiator | TRHR enhancer | D1 potentiator | D1 ag | RXFP1 antagonist | RXFP1 ag | TRHR agonist | D1 antag |
| --- | --- | --- | --- | --- | --- | --- | --- | --- | --- |
| Cc1ccc(-c2nc(N)sc2-c2ccccc2)cc1C | -21.0% | -1.6 | -3.8 | -7.9 | 1.2 | -83.8* | 1.9% | -0.1 | -0.8 |
| NC(=O)Cc1ccc2sc(-c3ccccc3)nc2c1 | -13.7% | 10.7 | -5.6 | -2.0 | 3.2 | 5.7 | -0.2% | -0.8 | 2.2 |

Some entries already given, showing only RXFP1 antagonist, D1 antag and D1 ag:
Structure | RXFP1 antagonist | D1 antag | D1 ag
Fc1ccc(N2CCN(C3=Nc4cccc5cccc3c45)CC2)cc1 | -7.7 | -43.8* | 3.0
CC1Cc2ccccc2N1C(=O)COC(=O)c1ccc(N(C)C)cc1 (stereo unspecified) | -9.0 | -4.6 | 1.7
CN(CC(=O)Nc1cccnc1)S(=O)(=O)c1cc(Cl)ccc1Cl | 0.0 | 4.9 | 2.5
Cc1ccc(-c2nc(N)sc2-c2ccccc2)cc1C | -83.8* | -0.8 | 1.2
N#Cc1nc(-c2ccco2)oc1N1CCc2ccccc2C1 | -7.1 | -0.4 | 0.6
CCOP(=O)(OCC)c1nc(-c2ccccc2)oc1NCc1ccccc1 | 4.8 | 29.6 | 0.1
Cc1ccc(C(=O)N/C(=C\c2sccc2C)C(=O)NCc2ccco2)cc1 | -16.0 | 36.1 | 2.5

Continued:
SMILES	Apoferritin bind	D2 potentiator	TRHR enhancer	D1 potentiator	D1 ag	RXFP1 antagonist	RXFP1 ag	TRHR agonist	D1 antag
COc1ccc(C(C)C)cc1S(=O)(=O)NCc1ccccn1	-14.0%	6.2	-2.2	5.5	0.5	9.0	0.3%	-0.2	18.8
Cc1cc(C)n(-c2cccc(C(=O)O)c2)n1	-3.0%	11.2	11.4	-1.7	1.1	-20.6	1.4%	1.2	-0.4
Cc1cc(=O)oc2ccc(OCC(=O)N3CCC(C)CC3)cc12	-6.3%	·	-1.4	-5.0	7.0	-16.6	-1.5%	-0.3	-1.9
C=CC1=C(C(=O)O)N2C(=O)C(NC(=O)Cc3ccccc3)C2SC1 (stereo unspecified)	-13.8%	·	2.8	-1.8	-0.4	-12.8	1.0%	1.1	-8.3
COc1ccc(C2/C=C\CN(CC(C)C)CC(=O)N2Cc2ccc(F)cc2)cc1 (stereo unspecified)	?	-0.9	-2.6	0.4	0.2	·	2.1%	-0.5	-10.0
NS(=O)(=O)c1ccc(NC(=S)N2CCN(c3ccccc3)CC2)cc1	0.3%	1.1	0.5	-4.1	0.4	8.2	1.0%	0.6	9.1
Cc1cccc(NC(=S)NCCC(C)C)c1	-0.5%	10.6	9.8	-4.7	226.8*	0.6	-5.4%	-0.8	-0.2
O=C(c1ccccc1Cc1ccccc1)N1CCN(S(=O)(=O)c2ccccc2[N+](=O)[O-])CC1	·	0.8	-4.0	1.1	1.3	-19.8	-0.5%	0.3	-14.8
C=CCNC(=O)c1c(Cl)nc(C)c([N+](=O)[O-])c1C	-4.4%	-7.5	-2.8	-1.9	0.7	-1.0	5.5%	0.3	-1.2
O=C(CCn1c(=O)oc2ccccc21)Nc1ccc(C(=O)O)cc1	12.6%	·	4.8	-7.0	5.5	-18.6	1.2%	1.2	3.6
O=C(CN1CCC(NC(=O)C2CCCCC2)CC1)Nc1cccc(F)c1	-1.5%	-5.4	-2.8	-1.6	0.5	-27.3	1.9%	0.1	9.2
O=C(Nc1cccc(O)c1)c1cccc(S(=O)(=O)N2CCCCCC2)c1	-14.1%	11.8	-3.4	-4.0	0.5	4.8	-3.0%	0.4	-4.7
COc1ccc(C2SCC(=O)N2c2c(C)n(C)n(-c3ccccc3)c2=O)cc1OC (stereo unspecified)	-10.1%	0.0	-2.5	0.8	3.2	-10.2	1.0%	-0.2	-16.3
Cc1csc(NC(=O)C(CC(C)C)NS(=O)(=O)c2ccc3c(c2)oc(=O)n3C)n1 (stereo unspecified)	-10.7%	-3.1	-1.0	·	4.3	·	-0.1%	1.4	-4.2
O=C(NCCc1ccc(Cl)cc1)C(=O)c1c[nH]c2ccccc12	-5.0%	-3.9	3.7	-6.7	1.1	-30.1	0.4%	-0.6	-8.6
CSc1ccccc1C(=O)Nc1cc2c(cc1C(=O)O)OCCCO2	-7.1%	17.2	2.3	-2.6	1.8	-11.6	0.2%	-0.4	-8.2
Cc1cc(C)n(C(C)CNC(=O)c2ccc3c(c2)OCO3)n1 (stereo unspecified)	-2.1%	-22.0	-2.8	-4.8	3.6	-5.6	-2.6%	0.2	-1.3
CCOC(=O)CSc1nnc(CNc2cccc(Cl)c2)n1C	-6.2%	-4.1	-5.2	-6.8	-1.6	-7.9	0.7%	-0.1	-7.6
NNC(=O)C1CC1c1ccc(Cl)cc1 (stereo unspecified)	3.7%	-1.0	1.5	-2.0	0.7	-24.1	5.5%	-0.2	-5.8
O=C(N1CCOCC1)N1CCN(S(=O)(=O)c2cccc([N+](=O)[O-])c2)CC1	-8.2%	17.4	4.9	5.7	-2.3	7.2	-0.9%	0.3	16.8
CCC1CCCCN1CCCNC(=O)c1ccc(CS(=O)(=O)c2ccccc2C)o1 (stereo unspecified)	-3.3%	-5.1	-0.7	1.0	1.4	12.1	-4.5%	0.2	14.3
c1ccc(SCCOCCn2cncn2)cc1	2.4%	-1.1	-5.8	-13.1	2.1	0.0	0.2%	-0.1	-8.7
O=C(NC1CCN(C(=S)Nc2ccccc2Cl)CC1)C1CCCCC1	-1.7%	1.7	5.4	-5.5	3.1	-0.5	-0.9%	0.3	-4.7
CCc1ccc(NC(=O)CSc2nc(=O)n(CCN(C)C)c3c2CCCC3)cc1	·	9.3	-1.1	-12.6	0.3	-13.4	1.3%	0.0	17.2
Cc1ccc(S(=O)(=O)N2CCN(Cc3csc(C)n3)CC2)cc1	-4.6%	-3.6	-2.3	-11.2	-0.2	-1.1	1.9%	0.4	14.8
COc1cc2c(cc1OC)CN(CC(O)c1ccccc1)CC2 (stereo unspecified)	286.8%[activator]	4.8	8.3	·	9.0	6.8	6.6%	1.2	5.5
COc1ccccc1N1CCN(C(=S)Nc2cccc(C)c2)CC1	-7.8%	-25.3	0.2	1.9	2.0	2.0	0.1%	-0.4	3.4
CCC(=O)N1c2ccccc2CC1C(=O)NCCCN1CCN(c2ccc(F)cc2)CC1 (stereo unspecified)	35.6%[activator]	-15.6	-1.7	-1.1	0.4	1.3	1.1%	0.7	-6.1
Cc1cc(C)c(NC(=O)C2CCCN2CCC(C)C)c(C)c1 (stereo unspecified)	-1.2%	-3.1	-0.7	2.0	3.1	-7.6	-0.7%	0.9	6.7
Cc1ccccc1CCN(C(=O)CN1C(=O)c2ccccc2S1(=O)=O)C(C(=O)NCC1CCCO1)c1ccncc1 (stereo unspecified)	-5.0%	6.0	3.1	0.1	0.9	-10.9	-0.1%	0.1	-12.1
CCCCC1=CC2=CC(=O)C(C)(OC(=O)CC)C(=O)C2=CN1C(CO)CO (stereo unspecified)	-1.8%	14.0	5.9	4.7	0.7	·	0.2%	0.4	-17.5
CCOc1ccc(N2C(=O)CC(N3CCN(c4ccc(Cl)cc4)CC3)C2=O)cc1 (stereo unspecified)	-2.7%	-1.0	-4.0	-0.1	3.2	5.1	1.6%	-0.3	-6.2
COc1ccc(Cl)cc1C(=O)n1cnc2ccccc21	-1.9%	-1.4	-14.1	1.4	-0.2	1.1	-1.5%	0.4	4.1
COc1ccccc1CNCC(=O)Nc1ccc(N(C)C)cc1	-8.6%	-10.0	3.4	-1.6	5.2	-0.6	-5.0%	0.1	-1.1
CC(C)(C)OC(=O)N1CCC(c2c(C(=O)NCC3CCN(C4CCCC4)C3)cnn2-c2ccccc2)CC1 (stereo unspecified)	-32.3%	-19.3	1.1	-9.3	0.8	9.5	0.7%	0.0	-13.9
COc1cc(OC)cc(C(=O)NC(C(=O)Nc2ccc(N3CCOCC3)cc2)C(C)C)c1 (stereo unspecified)	·	-4.6	-0.6	2.6	0.7	-23.3	0.8%	-0.6	5.5

Source: PubChem (National Center for Advancing Translational Sciences (NCATS))

An excerpt. The share of hits here may be higher or lower than overall.
